MazF activator: increases E. coli MazEF RNase cleavage of RNA. P0AE70. FAM/BHQ RNA-DNA oligo cleavage fluorescence, 5 h. activation, % at 20 µM. 350,000 tested, 0.32% active. AID 504720; in the data active = activation above about 50%
Target sequence (P0AE70 whole entry, looked up): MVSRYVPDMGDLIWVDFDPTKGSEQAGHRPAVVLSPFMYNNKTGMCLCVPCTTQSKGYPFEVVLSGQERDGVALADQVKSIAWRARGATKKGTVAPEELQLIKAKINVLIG
BH1578 lux ind: induces V. cholerae light production without autoinducers; V. cholerae BH1578 lux reporter, luminescence, 6 h; activation, % at 18.7 µM; 350,000 tested, 0.16% active; in the data active = activation mostly above about 9.7%, no sharp cut-off; note: not every result past the cut was called active; inactives centre near 0; reference of the scale not given here
3CLpro inhibitor: SARS-CoV 3CLpro protease inhibition | P0C6X7 | recombinant SARS-CoV 3CLpro, quenched FRET peptide cleavage | inhibition, % at 6 µM | 290,000 tested, 0.14% active | AID 1706; in the data active = inhibition above about 12%
UGM FP inh: Mtb UDP-galactopyranose mutase inhibition. AID 504406. purified UGM, fluorescence polarization probe displacement. inhibition, % at 10 µM. 320,000 tested, 0.06% active; in the data active = inhibition above about 10%, passing the limit was not always enough
Target sequence (P9WIQ1 whole entry, looked up): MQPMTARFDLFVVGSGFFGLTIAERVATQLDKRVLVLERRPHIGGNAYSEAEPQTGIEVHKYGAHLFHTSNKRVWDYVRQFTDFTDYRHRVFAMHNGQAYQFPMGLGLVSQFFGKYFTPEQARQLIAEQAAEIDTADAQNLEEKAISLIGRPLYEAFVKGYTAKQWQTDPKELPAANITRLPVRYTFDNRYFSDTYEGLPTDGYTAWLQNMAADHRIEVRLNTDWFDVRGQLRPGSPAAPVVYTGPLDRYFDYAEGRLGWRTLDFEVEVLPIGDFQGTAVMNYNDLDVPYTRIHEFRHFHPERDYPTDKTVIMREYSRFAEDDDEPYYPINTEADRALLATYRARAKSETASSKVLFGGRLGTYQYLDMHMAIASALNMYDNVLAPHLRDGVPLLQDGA
Rv3671c inh: Rv3671c (M. tuberculosis) protease inhibition; P9WHR9; 320,000 tested, 0.048% active; AID 2606; inhibition, % at 5.96 µM; in the data active = inhibition above about 38%;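 note: extracellular domain of Rv3671c used as enzyme; 0% = enzyme with DMSO and 100% = no enzyme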
Target sequence (P9WHR9 whole entry, looked up, the tested form may be a part): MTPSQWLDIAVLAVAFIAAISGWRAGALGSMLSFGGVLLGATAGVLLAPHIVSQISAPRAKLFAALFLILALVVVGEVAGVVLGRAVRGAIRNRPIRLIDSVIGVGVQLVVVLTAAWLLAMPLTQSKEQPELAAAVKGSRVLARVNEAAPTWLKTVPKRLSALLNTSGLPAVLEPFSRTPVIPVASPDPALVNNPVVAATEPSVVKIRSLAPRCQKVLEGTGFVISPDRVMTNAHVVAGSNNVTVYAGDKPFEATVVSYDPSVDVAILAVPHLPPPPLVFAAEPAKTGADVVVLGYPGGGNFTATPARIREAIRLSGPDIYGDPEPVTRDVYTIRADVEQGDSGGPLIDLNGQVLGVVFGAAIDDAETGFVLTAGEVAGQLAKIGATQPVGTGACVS
DUSP3 inh: inhibitors of human VHR1 phosphatase (DUSP3). inhibition, % at 13.3 µM. 290,000 tested, 0.52% active. recombinant VHR phosphatase, pNPP absorbance. P51452. AID 1654; in the data active = inhibition above about 50%; note: some compounds called inactive have numbers as strong as hits
Target sequence (P51452 whole entry, looked up): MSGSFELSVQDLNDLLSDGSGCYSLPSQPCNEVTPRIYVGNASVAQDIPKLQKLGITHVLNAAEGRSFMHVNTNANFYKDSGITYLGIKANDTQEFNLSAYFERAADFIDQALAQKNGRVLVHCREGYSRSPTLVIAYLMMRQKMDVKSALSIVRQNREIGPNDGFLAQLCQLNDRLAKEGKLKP
Mtb BioA inh: inhibitors of Mycobacterium tuberculosis BioA enzyme; 360,000 tested, 0.096% active; inhibition, % at 9.99 µM; purified M. tuberculosis BioA enzyme, plate reader; in the data active = inhibition above about 40%
FBA Mtb inh: inhibitors of M. tuberculosis fructose-bisphosphate aldolase; inhibition, % at 1 µM; 360,000 tested, 2.3% active; purified M. tuberculosis FBA, fluorescence read-out; in the data active = inhibition above about 27%;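 note: 0% = vehicle and 100% = reference inhibitor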
SSB-PriA inh: inhibitors of Klebsiella pneumoniae PriA binding to SSB C-terminal tail; 430,000 tested, 0.6% active; inhibition, % at 33 µM; AlphaScreen SSBct-PriA binding, biotinylated peptide; in the data active = inhibition mostly above about 37%, no sharp cut-off; inactive = mostly below about 20%;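 note: plate controls were negative control peptide for no effect and reference peptide for full effect; strong numbers were not always called active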
GDH-TPI counter: counter-screen for M. tuberculosis FBA inhibitors: GDH-TPI coupled enzymes; GDH-TPI coupled enzyme counterscreen, NADH absorbance; inhibition, % at 4.8 µM; 360,000 tested, 1.2% active; in the data active = inhibition above about 30%;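 note: 0% = DMSO wells and 100% = wells lacking the enzyme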
The depositor's hits bear a star; i = inactive; . = not tested or not shown; & = joins results of further samples. Only part of the results is shown, so the mix of outcomes need not match the whole.

Fields: MazF activator | BH1578 lux ind | 3CLpro inhibitor | UGM FP inh | Rv3671c inh | DUSP3 inh | Mtb BioA inh | FBA Mtb inh | SSB-PriA inh | GDH-TPI counter
1	O=C(CCCC(=O)c1ccccc1)Nc1ccc(F)cc1
 : 5 | -0.6 | 3 | 1.6 | 13 | 10 | -0.4 | 2 | 23 | 1
2	COC(CNC(=O)C1CCCN(S(=O)(=O)c2c(C)noc2/C=C/c2cccs2)C1)OC (centres undefined)
 : 3 | -0.8 | 0 | -1.0 | 6 | 16 | . | -1 | 3 | 23
3	Cc1cc(NC(=O)CSc2nnc(-c3cccnc3)n2C2CCCCC2C)no1 (centres undefined)
 : 2 | i | 3 | -2.9 | -3 | 40 | -0.7 | 0 | -26 | 0
4	COc1ccc(CNCCCSc2ncccn2)cc1OC
 : 13 | -0.7 | -4 | -0.2 | 1 | -10 | -1.4 | -1 | 1 | 3
5	Cc1cccc(C)c1OCc1cc(C(=O)NCC2CCCCC2)no1
 : -2 | -0.2 | 0 | 1.0 | 0 | 20 | -1.2 | 0 | -8 | 7
6	Cc1ccc(C(=O)NNC(=O)c2ccncc2)cc1[N+](=O)[O-]
 : 4 | 5.0 | . | 1.9 | 5 | . | -1.2 | -2 | -15 | 4
7	CCCCNc1c(-c2ccc(OC)c(SC3CCCCC3)c2)nc2cc(C)ccn12
 : -13 | 7.1 | . | -1.3 | 10 | . | -2.0 | 24 | 5 | 18
8	CS(=O)(=O)N(CC(=O)NCCSCc1c(F)cccc1Cl)c1ccc2c(c1)OCO2
 : 1 | -17 | -2 | -1.5 | 9 | 9 | -2.6 | 4 | -7 | -1
9	CCOc1ccc2nc(Cl)c(C3CC(c4ccco4)=NN3S(=O)(=O)c3ccccc3)cc2c1 (centres undefined)
 : -3 | -0.4 | 0 | -1.7 | -8 | -2 | 0.5 | -1 | 15 | 20
10	CCOc1cc(/C=C/c2cccc[n+]2C)ccc1OCC(=O)Nc1ccc(C)cc1
 : 10 | i | -9 | -0.4 | -1 | 13 | 4.6 | -3 | -4 | 8
11	CC(=O)OCC(=O)C1(O)CCC2C3CC(F)C4=CC(=O)CCC4(C)C3C(=O)CC21C (centres undefined)
 : 8 | i | . | . | . | . | -2.1 | -1 | -16 | 6
12	COc1ccc(NC(=O)CCNS(=O)(=O)c2ccc3c(c2)c(=O)n(C)c(=O)n3C)c(OC)c1
 : 4 | 0.3 | 8 | 2.7 | -4 | -17 | . | 1 | -21 | -7
13	CCOC(=O)CCc1c(C)n(CC)c2cc(-c3ccccc3OC)nn2c1=O
 : 4 | i | -4 | 1.2 | -3 | 12 | 6.3 | 67* | -6 | 8
14	COc1ccccc1NC(=O)Nc1ccc2c(c1)CCC2
 : 13 | -1.2 | 4 | -1.4 | 2 | 11 | 1.7 | 0 | 5 | 4
15	COc1cc(C(=O)NCCCN2CCCC2=O)cc(OC)c1OC
 : -4 | i | 0 | 2.4 | 4 | 14 | -0.2 | 2 | -3 | 7
16	CCc1ccc(-c2csc3nc[nH]c(=O)c23)cc1
 : -4 | i | 3 | 3.5 | -5 | 18 | 1.1 | -1 | -15 | 27
17	CN(C)CCCN1CC(=O)N2[C@@H](Cc3c([nH]c4ccccc34)C2(C)C)C1=O
 : 4 | i | 1 | 0.0 | -14 | 12 | -2.0 | 1 | 2 | -3
18	O=C(CN(Cc1ccc(F)cc1)S(=O)(=O)c1ccc(S(=O)(=O)N2CCOCC2)cc1)Nc1ccccc1
 : 2 | -0.3 | 2 | 4.9 | -2 | 5 | -0.7 | 1 | -3 | 11
19	CC(O)C(NC(=O)OCc1ccccc1)C(=O)OCc1ccccc1 (centres undefined)
 : 1 | -0.6 | . | -0.3 | -7 | . | -1.4 | 3 | -13 | 2
20	CCN1C(=NCCc2c[nH]c3ccccc23)N[C@@H](c2ccccc2)[C@H](C(=O)OC)[C@H]1C
 : 8 | 0.4 | -6 | -1.5 | -7 | 5 | 1.0 | 6 | 13 | 13

Full records, quoted from the list. Values in the order: MazF activator, BH1578 lux ind, 3CLpro inhibitor, UGM FP inh, Rv3671c inh, DUSP3 inh, Mtb BioA inh, FBA Mtb inh, SSB-PriA inh, GDH-TPI counter
CCN1C(=NCCc2c[nH]c3ccccc23)N[C@@H](c2ccccc2)[C@H](C(=O)OC)[C@H]1C across the screens: 8, 0.4, -6, -1.5, -7, 5, 1.0, 6, 13, 13
Cc1cc(NC(=O)CSc2nnc(-c3cccnc3)n2C2CCCCC2C)no1 (centres undefined) across the screens: 2, i, 3, -2.9, -3, 40, -0.7, 0, -26, 0
COc1ccc(CNCCCSc2ncccn2)cc1OC across the screens: 13, -0.7, -4, -0.2, 1, -10, -1.4, -1, 1, 3

New compounds follow:
Fields: MazF activator | BH1578 lux ind | 3CLpro inhibitor | UGM FP inh | Rv3671c inh | DUSP3 inh | Mtb BioA inh | FBA Mtb inh | SSB-PriA inh | GDH-TPI counter
21	O=C(CN1CCCCCC1)Nc1ccc(Br)cc1[N+](=O)[O-]
 : -6 | 46* | -4 | -2.8 | 1 | 7 | 0.2 | -3 | 29 | -8
22	COc1ccc(-c2cc(C(F)(F)F)nc(S(=O)(=O)CCC(=O)N3CCOCC3)n2)cc1
 : 9 | -0.2 | 9 | -1.5 | 60* | 0 | 5.2 | 0 | -28 | 10
23	COc1ccc(C(=O)NNC(=S)NC(=O)c2cccc([N+](=O)[O-])c2)cc1
 : 5 | i | . | 2.7 | 5 | . | -1.5 | 0 | -2 | 35*
24	COc1ccc(/C=C/C(=O)OCC(=O)NCCCc2ccccc2)cc1OC
 : 2 | 0.4 | . | -0.4 | -11 | . | -0.2 | 11 | -4 | 16
25	COc1ccc(-c2nc3cc(C)ccn3c2NC(=O)c2ccccc2OC)cc1
 : 1 | i | -1 | -1.2 | 4 | . | -1.6 | 2 | -2 | 14
26	[S-]c1nnc(-c2ccc(Br)cc2)n1-c1ccccc1.[Zn+2]
 : -9 | 0.5 | 2 | 0.1 | 8 | -10 | -2.3 | 1 | . | -6
27	O=C(CCNC(=O)c1ccco1)NNC(=O)c1ccc(Br)cc1
 : -11 | -2.0 | . | . | . | . | . | 5 | -8 | 2
28	NC(=O)c1nsc(C(=O)N(Cc2cccnc2)C(C(=O)NC2CCCC2)c2ccc(F)cc2)c1N (centres undefined)
 : 10 | -0.3 | 0 | -2.1 | 1 | 20 | -0.5 | 7 | -15 | 5
29	Cn1c(=O)cc(OCCCC(=O)NCCCN2CCN(Cc3ccccc3)CC2)c2ccccc21
 : 8 | i | 7 | -0.8 | 5 | 21 | -1.2 | 5 | -10 | -6
30	Oc1ccc(-c2nccc(-c3ccc(Cl)cc3)n2)cc1
 : 12 | -0.2 | -4 | 2.0 | -10 | 37 | . | -1 | -13 | 3
31	CCCCNC(=S)NNc1c(Cl)cc(Cl)cc1Cl
 : 5 | -2.3 | 0 | -0.1 | 5 | 51* | -0.2 | 5 | 7 | -4
32	O=C(C[C@H]1C(=O)N(CCc2ccccc2)C[C@@H]1c1ccccc1)Nc1ccccc1
 : -4 | i | . | . | . | . | 0.4 | -2 | . | -3
33	COc1cc(C(C)=O)ccc1OCC(O)CN1CCN(c2ccc(F)cc2)CC1 (centres undefined)
 : 0 | -0.5 | -6 | -2.7 | 6 | 75 | 5.5 | -1 | 5 | 2
34	CCc1ccc(N2C(=O)CN(Cc3cc(OC)c(OC)c(OC)c3)C2=S)cc1
 : 3 | -0.6 | -1 | 3.0 | -6 | 7 | . | 0 | -6 | -4
35	C=CCNC(=O)c1sccc1Oc1ccc(F)cc1[N+](=O)[O-]
 : 4 | 0.6 | 0 | 2.1 | -3 | 9 | . | 2 | 2 | -6
36	CCOc1ccccc1NC(=O)N1CCC(n2nnc3cc(C)ccc32)CC1
 : -2 | . | 0 | -2.4 | -6 | 28 | 2.9 | -2 | -10 | -14
37	O=C(c1cccc2nc3ccccc3nc12)N1CCOCC1
 : -4 | -0.3 | -6 | 3.1 | 7 | -7 | -1.9 | 0 | -5 | 12
38	Cc1c(-c2cccs2)[n+](=O)c2c(n1[O-])CCCCC2
 : 11 | i | -3 | -0.8 | -1 | -25 | -1.4 | 0 | -5 | 6
39	Cc1ccc(NC(=O)C2CCCC2)cc1Cl
 : 10 | 0.3 | . | -4.1 | 7 | . | -1.4 | 2 | 1 | -1
40	COc1ccc(C(=O)C=Cc2ccc(OCc3ccccc3)c(OC)c2)cc1OC
 : 6 | -0.5 | . | . | . | . | -0.2 | -1 | . | 26
41	CC1CCN(c2ccc([N+](=O)[O-])cn2)CC1
 : 0 | -0.2 | 6 | 1.1 | -11 | 14 | 0.1 | -3 | -11 | 7
42	Cn1c(SCC(=O)Nc2cc(Cl)cc(Cl)c2)nnc1-c1ccc2nonc2c1
 : -1 | -0.6 | -7 | -3.1 | 2 | 6 | -0.3 | 1 | -9 | 3
43	CSCC[C@H](NC(=O)OC(C)(C)C)c1nnc(SCc2cccc(F)c2)o1
 : -3 | -0.6 | -4 | -2.8 | -2 | 18 | -0.4 | -1 | -9 | 3
44	CCOC(=O)c1ccccc1NC(=O)COC(=O)C1CCN(S(=O)(=O)c2ccccc2C(=O)OC)CC1
 : -8 | -2.9 | . | 2.3 | -7 | . | 1.0 | -1 | -16 | 0
45	COc1ccc2nc(NCCO)[nH]c2c1
 : 5 | -2.2 | 6 | 0.2 | 3 | 25 | -1.0 | 0 | -17 | 2
46	CN(CCC1CCOCC1)C(=O)CC1C(=O)NCCN1Cc1ccccc1F (centres undefined)
 : 2 | -0.3 | 0 | -1.0 | 0 | 14 | 1.3 | 10 | 2 | 2
47	CN1CCc2c1nc1ccccc1c2NC(=O)CN1CCCC1
 : -4 | -0.4 | 3 | -1.1 | 2 | -8 | 4.1 | 26 | -18 | 7
48	S=c1[nH]nc(-c2cccs2)n1C1CCCCC1
 : 3 | -0.6 | 7 | -2.2 | 3 | 16 | -1.0 | 9 | 0 | -8
49	Cc1ccc(C(=O)N2CCN(c3ccc([N+](=O)[O-])c(N4CCOCC4)c3)CC2)cc1
 : -2 | -0.6 | 1 | . | 4 | -9 | 1.7 | -10 | 20 | 3
50	O=C(Nc1cc(S(=O)(=O)N2CCCCC2)ccc1N1CCOCC1)c1ccc(F)cc1
 : -6 | i | . | . | . | . | -0.5 | 3 | 0 | 5
51	O=C(Oc1cccc2cccnc12)c1ccco1
 : -5 | i | -3 | 0.7 | 6 | 13 | -0.3 | 0 | 6&-4 | -3
52	CC(=O)C1=C(C)NC(=O)NC1c1ccccc1OCC(=O)NCCc1ccccc1 (centres undefined)
 : 2 | i | 3 | 2.1 | -7 | 16 | -1.5 | 0 | -14 | 0
53	O=C(Oc1ccccc1F)c1ccc2c(=O)n3c(nc2c1)CCC3
 : -4 | 1.3 | . | -0.9 | -12 | . | 0.5 | 3 | -11 | -10
54	Cc1cc(C)cc(NC(=O)CCN2C(=O)c3ccccc3C2=O)c1
 : -5 | i | 2 | 2.0 | . | -24 | -2.1 | 1 | -4 | 1
55	CCN(CC)S(=O)(=O)c1cccc(C(=O)Nc2cccc(C)c2)c1
 : 6 | i | -2 | 0.4 | 1 | 26 | -0.1 | -4 | -15 | 2
56	CCC(C)N(C(=O)COC(=O)CSc1ccc([N+](=O)[O-])cc1)C1CCS(=O)(=O)C1 (centres undefined)
 : 6 | -0.1 | 0 | -1.6 | . | 6 | -0.8 | -2 | 2 | 10
57	COC(=O)c1cc(C(=O)OCC(=O)NCc2ccc3c(c2)OCO3)cc([N+](=O)[O-])c1
 : 0 | i | -1 | -2.8 | -10 | -12 | . | 0 | -1 | 5
58	CCCCC1N2CC3([N+](=O)[O-])CN1CC([N+](=O)[O-])(C2)C3(C)C (centres undefined)
 : -6 | -0.3 | -3 | 2.2 | -6 | -3 | . | 3 | -15 | 5
59	CCN1C[C@@H]2[C@@H]3C(=O)N(Cc4ccccc4)C(=O)[C@@H]3[C@](Cc3ccccc3)(C(=O)OC)N2C1=NC
 : -3 | i | . | . | . | . | -0.5 | -1 | 0 | 3
60	CC1(C(=O)NS(=O)(=O)c2ccccc2Cl)CCN1C(=O)C/C=C/c1ccccc1 (centres undefined)
 : . | i | . | . | . | . | 0.9 | -3 | . | 3
61	Cc1ccc(NC(=O)c2ccc(OC(F)(F)F)cc2)cc1S(=O)(=O)N(C)C
 : -2 | -0.4 | 2 | -1.3 | -21 | 38 | . | -2 | -19 | 3

Screening data from PubChem BioAssay.
